Screening results: PubChem BioAssay, National Center for Advancing Translational Sciences (NCATS)
ELG1 DNA repair = qHTS screen for small molecules that inhibit ELG1-dependent DNA repair in human embryonic kidney (HEK293T) cells expressing luciferase-tagged ELG1; Potency, µM (series often up to 46.1 µM), without a hit: at the highest dose activity change, negative = inhibition, hits mostly inhibitors; 2.3% of 330,000 active; HEK293T ELG1-luciferase reporter, luminescence, 16 h; DNA damage induced by 5-fluorouridine; further: potency means the concentration at half of the fitted maximal effect; on the % scale 0 is the no-effect control and ±100 the full control effect; nearly all actives have a fitted effect of over 55% in size
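Quantitative HTS, concentration-response format. 2,000 cells/well co-treated with 5-fluorouridine and compound, 16 hr in 5% CO2 at 37 °C; ONE-Glo luminescence read after 30 min.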
Chronic BCR inh = qHTS Assay to Find Inhibitors of Chronic Active B-Cell Receptor Signaling. 0.05% of 340,000 active. ABC-DLBCL IkBa-CBG/CBR reporter, luminescence ratio, 4 h. Potency, µM (doses to about 46.1 µM), without a hit: top-dose ratio change, negative = lower green/red ratio, actives largely listed as inhibitors. AID 493014, 2011; active means well fitted inhibition curve with a large enough effect in the signal ratio, with a control signal flat, not every such curve was filed as active; inconclusive means small, poorly fitted or top-dose-only effect, or effect the other way, or a change in a side signal; the % refers to the signal ratio;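 further: potency means the concentration at half of the fitted maximal effect; plate controls were basal doxycycline-induced cells for no effect and cells given 10 µM MG132 for full effect; MG132 reads +100%, hits lower the ratio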
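Compounds up to 46 uM were incubated four hours with TMD8 cells whose green CBG68 luciferase is fused to IkappaBalpha; red CBR luminescence normalised the signal, and concentration-effect curves were fitted to fusion, red and ratio data.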
Mito fusion yeast = qHTS Assay for Small Molecule Inhibitors of Mitochondrial Division or Activators of Mitochondrial Fusion. S. cerevisiae fusion-defective mutant growth rescue, CellTiterGlo 48 h. Potency, µM (highest dose often 46.1 µM), inactives show at the top dose growth rescue (activation), actives largely listed as activators. 0.23% of 320,000 active. AID 485298, 2010;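 further: potency means the concentration at half of the fitted maximal effect; % of control where 0% means no effect; nearly all actives have a fitted effect of over 45% in size; temperature-sensitive fusion mutants such as fzo1-1 at 37 °C on non-fermentable ethanol glycerol medium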
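Growth-rescue viability read-out: after 48 h at the non-permissive 37C in glycerol/ethanol YPEG, yeast mitochondrial fusion mutants are measured by CellTiterGlo luminescence; compounds (23 nl pinned per well) restoring growth score as division inhibitors or fusion activators.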
TCR activator = Activators of T cell receptors: qHTS campaign | primary human leukocytes, anti-CD3, IL-2 HTRF, 48 h | Potency, µM (highest dose often 9.22 µM), for inactives: top-dose activation of IL-2 secretion, usual class: activators | 330,000 tested, under 10 active | AID 504894, 2011; further: % of control where 0% means no effect
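Using a-CD3 beads without co-stimulation, primary human leukocytes were exposed to compounds for 48 hr. An HTRF IL-2 kit measured the cytokine, with europium-to-d2 energy transfer producing emission at 665nm upon 320nm excitation.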
TSHR antagonist = Antagonists of the Thyroid Stimulating Hormone Receptor: HTS campaign; 0.2% of 330,000 active; TSHR-expressing cells, TSH-stimulated cAMP HTRF, 2 h; active compounds read low; Thyrotropin receptor (Homo sapiens), P16473; activity change, negative = inhibition, % at 11.5 µM; AID 504810, 2011;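 active means activity change below a set negative limit, meaning inhibition stronger than a set level, cut at about -70% in these data; inconclusive means activity change between two set negative limits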; further: on the % scale 0 is the no-effect control and ±100 the full control effect
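TSHR-expressing cells were treated with compounds, then stimulated with TSH at EC80 (4nM final) for 2 hours at 37 deg C. Cellular cAMP was measured by HTRF competition between lysate cAMP and cAMP-d2 for a cryptate-labelled anti-cAMP antibody.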
USP2a block = qHTS Assay for Inhibitors of Ubiquitin-specific Protease USP2a Using CHOP2 as the Reporter; Ubiquitin carboxyl-terminal hydrolase 2 (Homo sapiens), O75604; USP2 core, Ub-CHOP2 coupled fluorogenic reporter, 485/531; Potency, µM (titrated, usually from 38.3 µM), for inactives: at the highest dose activity change, negative = inhibition, usual class: inhibitors; 0.01% of 330,000 active;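 further: potency means the concentration at half of the fitted maximal effect; plate controls were DMSO wells for no effect and full inhibition by NEM control for full effect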
Target sequence (O75604 whole entry, looked up): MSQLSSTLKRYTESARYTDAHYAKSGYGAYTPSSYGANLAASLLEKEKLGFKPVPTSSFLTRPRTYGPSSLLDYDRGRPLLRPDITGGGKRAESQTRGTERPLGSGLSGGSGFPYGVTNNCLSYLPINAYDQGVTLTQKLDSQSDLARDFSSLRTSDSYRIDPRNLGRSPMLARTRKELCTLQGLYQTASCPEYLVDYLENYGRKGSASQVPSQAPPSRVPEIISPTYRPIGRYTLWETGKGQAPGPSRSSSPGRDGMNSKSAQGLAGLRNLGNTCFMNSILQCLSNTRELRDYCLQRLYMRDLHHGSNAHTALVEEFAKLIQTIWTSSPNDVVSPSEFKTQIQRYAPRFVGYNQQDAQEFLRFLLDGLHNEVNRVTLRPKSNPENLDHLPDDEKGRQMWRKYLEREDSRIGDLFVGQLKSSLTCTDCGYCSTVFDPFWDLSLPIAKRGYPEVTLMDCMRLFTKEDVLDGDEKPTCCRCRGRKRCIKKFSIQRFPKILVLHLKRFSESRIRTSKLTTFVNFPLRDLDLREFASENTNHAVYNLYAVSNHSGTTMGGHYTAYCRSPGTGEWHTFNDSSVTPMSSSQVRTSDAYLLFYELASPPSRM
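USP2 core (10nM final) preincubated 30min RT with compound in 20mM Tris-HCl pH 8.0, 2mM CaCl2, 2mM beta-mercaptoethanol, 0.05% CHAPS; 25nM Ub-CHOP2 plus 25nM reporter substrate added, fluorescence (Ex485/Em531) read after 60min.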
Tb PFK inh = qHTS Assay to Find Inhibitors of T. brucei phosphofructokinase. T. brucei PFK, ADP-Glo luminescence. 0.17% of 330,000 active. Potency, µM (titrated, usually from 57.5 µM), for the others: at the top dose activity, negative = inhibition, usual class: inhibitors;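 further: potency means the concentration at half of the fitted maximal effect; 0% = uninhibited 1x PFK enzyme wells and -100% = no-enzyme wells; nearly all actives have a fitted effect of over 60% in size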
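Compounds were pin-transferred as a titration series up to 57 uM into substrate buffer (0.5 mM F6P, 0.1 mM ATP, pH 8.0), then 1.25 nM PFK was added and reactions ran 45 min before ADP-Glo detection.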
B2AR arrestin = qHTS assay of beta-arrestin-biased ligands of beta2-adrenergic receptor; Beta-2 adrenergic receptor (Homo sapiens), P07550; beta-arrestin recruitment to beta2AR, cell-based reporter; Potency, µM (series often up to 46.1 µM), inactives show at the top dose activation, most hits filed as activators; 0.02% of 330,000 active; AID 492947, 2010;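 further: potency means the concentration at half of the fitted maximal effect; 0% = DMSO controls and full agonism = EC100 isoproterenol or metaproterenol; nearly all actives have a fitted effect of over 65% in size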
uPA generation = qHTS for Inhibitors of Cell Surface uPA Generation; cell surface uPA generation assay, qHTS; 0.31% of 330,000 active; AID 540303, 2011; Potency, µM (titrated, usually from 38.3 µM), for the others: at the highest dose activity change, negative = inhibition, usual class: inhibitors; active means well fitted inhibition curve with a large enough effect; inconclusive means small, poorly fitted or top-dose-only effect; inactive means no such curve, though single readings can be large or run the other way; tested in mouse RAW 264.7 cells; further: potency means the concentration at half of the fitted maximal effect; on the % scale 0 is the no-effect control and ±100 the full control effect; nearly all actives have a fitted effect of over 55% in size
Eya2 phos inh = qHTS Assay for Inhibitors of the Phosphatase Activity of Eya2 | 0.006% of 330,000 active | Potency, µM (titrated, usually from 76.9 µM), inactives show at the highest dose activity, negative = inhibition, hits mostly inhibitors | Protein phosphatase EYA2 (Homo sapiens), O00167 | AID 488837, 2010 | recombinant Eya2, OMFP fluorescence dephosphorylation (OMFP is methylfluorescein phosphate); further: potency means the concentration at half of the fitted maximal effect; on the % scale 0 is the no-effect control and ±100 the full control effect
Target sequence (O00167 whole entry, looked up): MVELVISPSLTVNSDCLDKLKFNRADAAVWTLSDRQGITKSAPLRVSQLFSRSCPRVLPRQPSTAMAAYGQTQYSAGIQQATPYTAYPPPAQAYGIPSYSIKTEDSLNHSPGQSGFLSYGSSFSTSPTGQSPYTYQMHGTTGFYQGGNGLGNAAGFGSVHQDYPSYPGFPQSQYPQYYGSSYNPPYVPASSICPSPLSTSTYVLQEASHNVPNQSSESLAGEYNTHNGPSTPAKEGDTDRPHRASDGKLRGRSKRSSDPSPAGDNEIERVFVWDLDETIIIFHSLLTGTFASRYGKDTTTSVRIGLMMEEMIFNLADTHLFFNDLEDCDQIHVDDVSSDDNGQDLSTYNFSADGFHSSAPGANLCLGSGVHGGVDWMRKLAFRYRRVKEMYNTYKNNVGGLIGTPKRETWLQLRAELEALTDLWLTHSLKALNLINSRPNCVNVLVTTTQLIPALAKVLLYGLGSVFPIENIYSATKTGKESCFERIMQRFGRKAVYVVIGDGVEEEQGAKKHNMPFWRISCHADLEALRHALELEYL
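Eya2 (0.2 uM) preincubated 10 min at ambient with compound, then OMFP substrate added at 50 uM; 10 min reaction in 50 mM HEPES pH 7.5, 50 mM NaCl, 5 uM MgCl2, 0.05% BSA, 1 mM DTT. Fluorescence read at Ex 485/Em 525 nm.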
TSG101-PTAP inh = qHTS Assay for Iinhibitors of HIV-1 Budding by Blocking the Interaction of PTAP/TSG101. Tumor susceptibility gene 101 protein (Homo sapiens), Q99816. 340,000 tested, under 10 active. Potency, µM (titrated, usually from 115 µM), for the others: top-dose activity change, negative = inhibition, most hits filed as inhibitors. Fluorescence polarization, FITC-PTAP peptide / Tsg101 binding; active means well fitted inhibition curve with a large enough effect in the main read-out, with a control signal flat, not every such curve was filed as active; inconclusive means small, poorly fitted or top-dose-only effect, or effect the other way, or a change in a side signal; inactive means no such curve, though single readings can be large or run the other way; further: potency means the concentration at half of the fitted maximal effect; % of control where 0% means no effect
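Fluorescence anisotropy tracks displacement of a FITC-tagged PTAP peptide (50 nM) from the Tsg101 binding domain (10 uM), following a 20 min room-temperature incubation at pH 7.5.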
* hit, by the source's call; [ ] = dose if it differs, or a comment. Unless noted, the call rests on the fitted dose curve; in most records, active means well fitted curve in the direction sought with a large enough effect; inconclusive means small, poorly fitted or top-dose-only effect, or another doubt; inactive means no such curve, though single readings can be large; an effect the other way counts as inactive or inconclusive.

COc1ccc(/C=C/C(=O)NCC(=O)N/N=C/c2cc(Br)ccc2OCc2ccccc2)cc1 was read as ELG1 DNA repair inconclusive, Chronic BCR inh inconclusive, Mito fusion yeast 1%, TCR activator 0%, TSHR antagonist -6, USP2a block 4%, Tb PFK inh 1%, B2AR arrestin -0.1%, uPA generation 3%, Eya2 phos inh -30% and TSG101-PTAP inh -3%.
`Cc1cc(C(=O)NNC(=O)c2ccc(C)c([N+](=O)[O-])c2)c(C)o1` gave ELG1 DNA repair 2%, Chronic BCR inh inconclusive, Mito fusion yeast 4%, TCR activator 7%, TSHR antagonist 9, USP2a block -1%, Tb PFK inh -2%, B2AR arrestin -0.5%, uPA generation 3%, Eya2 phos inh -6% and TSG101-PTAP inh 1%.
CC(=O)Nc1ccc(S(=O)(=O)Nc2ccccc2C(=O)N2CCOCC2)cc1 was read as ELG1 DNA repair 9%, Chronic BCR inh 3%, Mito fusion yeast 1%, TCR activator 8%, TSHR antagonist 8, USP2a block 3%, Tb PFK inh 2%, B2AR arrestin 0.1%, uPA generation 1%, Eya2 phos inh -14% and TSG101-PTAP inh -2%.
Screening COc1ccc(NCC(O)Cn2cnc3c2c(=O)n(C)c(=O)n3C)cc1 (stereo unspecified) returned ELG1 DNA repair 30%, Chronic BCR inh -3%, Mito fusion yeast -8%, TCR activator -2%[46.1 µM], TSHR antagonist 10, USP2a block 3%, Tb PFK inh 0%, B2AR arrestin -1.5%, uPA generation -4%, Eya2 phos inh -2% and TSG101-PTAP inh 2%.
`COc1ccc(N(C(=O)c2cccnc2)S(=O)(=O)c2ccc(F)cc2)cc1` gave ELG1 DNA repair 3%, Chronic BCR inh inconclusive, Mito fusion yeast 5%, TCR activator -5%, TSHR antagonist 56, USP2a block -1%, Tb PFK inh 0%, B2AR arrestin 0.3%, uPA generation -20%, Eya2 phos inh 8% and TSG101-PTAP inh -8%.
CC(=O)Nc1cccc(NC(=O)CS(=O)(=O)c2cn(CC(=O)N3CCCC3)c3ccccc23)c1 was read as ELG1 DNA repair 1%, Chronic BCR inh 0%, Mito fusion yeast 1%, TCR activator 8%, TSHR antagonist 2, USP2a block 2%, Tb PFK inh 1%, B2AR arrestin -0.1%, uPA generation 2%, Eya2 phos inh -5% and TSG101-PTAP inh -3%.
For CCCC1C2CN(C(C)C)CC=C2C(C#N)=C(N)C1(C#N)C#N (stereo unspecified) the results were ELG1 DNA repair -19%, Chronic BCR inh 3%, Mito fusion yeast 0%, TCR activator 1%, TSHR antagonist -13, USP2a block 21%, Tb PFK inh -5%, B2AR arrestin 0.0%, uPA generation -6%, Eya2 phos inh 24% and TSG101-PTAP inh -23%.
For Cc1nn(-c2cccc3cccnc23)c(=O)c2ccccc12 the results were ELG1 DNA repair 13%, Chronic BCR inh 1%, Mito fusion yeast 2%, TCR activator -2%, TSHR antagonist 8, USP2a block 2%, Tb PFK inh -4%, B2AR arrestin 0.2%, uPA generation 1%, Eya2 phos inh 2% and TSG101-PTAP inh -3%.
`CC(C)(C)c1cnnn1-c1cccc([N+](=O)[O-])c1` gave ELG1 DNA repair -2%, Chronic BCR inh -16%, Mito fusion yeast 2%, TCR activator 3%, TSHR antagonist -10, USP2a block 2%, Tb PFK inh 4%, B2AR arrestin -0.5%, uPA generation 0%, Eya2 phos inh 2% and TSG101-PTAP inh -2%.
COc1cc(/C=N/NC(=O)c2cccnc2)ccc1OCC(=O)N1CCOCC1 was read as ELG1 DNA repair inconclusive, Chronic BCR inh 3%, Mito fusion yeast -3%, TCR activator 3%[46.1 µM], TSHR antagonist 3, USP2a block 4%, Tb PFK inh 9%, B2AR arrestin -0.5%, uPA generation 4%, Eya2 phos inh -4% and TSG101-PTAP inh 0%.
`CCCC1/C(=N/O)CC(c2ccccc2)NC1c1ccccc1` (stereo unspecified) gave ELG1 DNA repair inconclusive, Chronic BCR inh 13%, Mito fusion yeast -2%, TCR activator 2%, TSHR antagonist -18, USP2a block 3%, Tb PFK inh 0%, B2AR arrestin -0.3%, uPA generation 2%, Eya2 phos inh -15% and TSG101-PTAP inh -3%.
N#Cc1cccc(NC(=O)Nc2cccs2)c1 was read as ELG1 DNA repair -12%, Chronic BCR inh inconclusive, Mito fusion yeast -3%, TCR activator -1%, TSHR antagonist -6, USP2a block 1%, Tb PFK inh -3%, B2AR arrestin 0.0%, uPA generation 2%, Eya2 phos inh 6% and TSG101-PTAP inh -1%.
Cc1ccc(CS(=O)Cc2ccc(C(=O)N3CCN(c4ccc(F)cc4)CC3)o2)cc1 (stereo unspecified) was read as ELG1 DNA repair -3%, Chronic BCR inh 12%, Mito fusion yeast 7%, TCR activator -9%, TSHR antagonist -16, USP2a block 1%, Tb PFK inh 1%, B2AR arrestin 0.3%, uPA generation 1%, Eya2 phos inh -9% and TSG101-PTAP inh -1%.
COc1ccc(/C=N/NC(=O)c2ccoc2C)cc1O was read as ELG1 DNA repair inconclusive, Chronic BCR inh inconclusive, Mito fusion yeast -14%, TCR activator -1%[46.1 µM], TSHR antagonist 12, USP2a block 0%, Tb PFK inh 2%, B2AR arrestin -1.0%, uPA generation -5%, Eya2 phos inh -4% and TSG101-PTAP inh -2%.
Cc1c(O)ccc(C(=O)COc2ccccc2F)c1O was read as ELG1 DNA repair inconclusive, Chronic BCR inh inconclusive, Mito fusion yeast 19%, TCR activator -12%, TSHR antagonist -16, USP2a block 3%, Tb PFK inh 3%, B2AR arrestin -0.4%, uPA generation -1%, Eya2 phos inh 2% and TSG101-PTAP inh -4%.
`O=C(Nc1nc2ccccc2s1)c1cc(-c2ccco2)nc2ccccc12` gave ELG1 DNA repair inconclusive, Chronic BCR inh 26%, Mito fusion yeast 3%, TCR activator 0%[46.1 µM], TSHR antagonist -9, USP2a block 0%, Tb PFK inh -3%, B2AR arrestin 0.1%, uPA generation 8%, Eya2 phos inh 1% and TSG101-PTAP inh 0%.
CC(C)CCNC(=O)COc1ccc(C(=O)c2ccccc2)cc1 was read as ELG1 DNA repair inconclusive, Chronic BCR inh -8%, Mito fusion yeast 1%, TCR activator -1%, TSHR antagonist -14, USP2a block 0%, Tb PFK inh 3%, B2AR arrestin -0.1%, uPA generation -1%, Eya2 phos inh 0% and TSG101-PTAP inh -2%.
`CCn1c(=S)sc2c(=O)n(CC(=O)Nc3ccccc3OC)c(C)nc21` gave ELG1 DNA repair -23%, Chronic BCR inh 0%, Mito fusion yeast -4%, TCR activator -1%, TSHR antagonist -134*, USP2a block 2%, Tb PFK inh -4%, B2AR arrestin 0.1%, uPA generation 1%, Eya2 phos inh 6% and TSG101-PTAP inh 1%.
Screening Cc1ccc(NC(=O)Cn2cc(C(=O)C3CC3)c3ccccc32)c(C)c1 returned ELG1 DNA repair inconclusive, Chronic BCR inh inconclusive, Mito fusion yeast -2%, TCR activator 7%, TSHR antagonist 6, USP2a block 2%, Tb PFK inh -9%, B2AR arrestin 0.1%, uPA generation 1%, Eya2 phos inh 0% and TSG101-PTAP inh 0%.
Screening O=C(O)c1cccc(NC2=C(Cl)C(=O)c3ccccc3C2=O)c1 returned ELG1 DNA repair inconclusive, Chronic BCR inh inconclusive, Mito fusion yeast -3%, TCR activator -1%, TSHR antagonist -83*, USP2a block 10%, Tb PFK inh -2%, B2AR arrestin -1.0%, uPA generation inconclusive, Eya2 phos inh -20% and TSG101-PTAP inh -5%.
Screening COCCNC(=O)C1=NOC(Cn2cc(C#N)c(=O)n(C)c2=O)C1 (stereo unspecified) returned ELG1 DNA repair -13%, Chronic BCR inh -10%, Mito fusion yeast -2%, TCR activator -3%, TSHR antagonist 2, USP2a block 0%, Tb PFK inh 0%, B2AR arrestin -0.1%, uPA generation 3%, Eya2 phos inh -2% and TSG101-PTAP inh -6%.
`Cc1ccc(NC(=O)C(C)OC(=O)CSc2ccccc2)cc1` (stereo unspecified) gave ELG1 DNA repair 4%, Chronic BCR inh 1%, TCR activator 0%, TSHR antagonist -14, USP2a block 1%, Tb PFK inh -2%, B2AR arrestin -0.2%, uPA generation 2%, Eya2 phos inh 6% and TSG101-PTAP inh 0%.
